PglD inh = C. jejuni PglD acetyltransferase inhibitors, primary screen, biochemical, DTNB colorimetric, single point. UDP-N-acetylbacillosamine N-acetyltransferase PglD (Campylobacter jejuni). purified PglD enzyme, DTNB colorimetric CoA detection. inhibition, % at 12.5 µM. 360,000 compounds, 0.098% hits. AID 602405, 2012; in the data active = inhibition above about 16%, passing the limit was not always enough; note: strong numbers were not always called active
ERAP1 inh = human ERAP1 aminopeptidase inhibitors, primary screen, biochemical, single point, plate reader. Endoplasmic reticulum aminopeptidase 1 (Homo sapiens), Q9NZ08. recombinant ERAP1, Leu-AMC fluorescence, 60 min. inhibition, % at 10.7 µM. 340,000 compounds, 0.15% hits;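 active = mean replicate inhibition of at least 30%, or all replicates individually reaching that 30% level; inactive = mean below 30% and not every replicate reaching it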;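 note: 0% = neutral control wells and 100% = L-leucinethiol positive control wells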
RAD54 branch = inhibitors of human RAD54 branch migration, primary screen, biochemical, fluorescence, single point; DNA repair and recombination protein RAD54-like (Homo sapiens), Q92698; RAD54 Holliday junction branch migration, FAM/BHQ fluorescence; 360,000 compounds, 0.14% hits; inhibition, % at 10.4 µM;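 active = mean normalized replicate activity at least 40 and at least half of replicates scoring 40 or more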;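 note: 0% = median of neutral control wells and 100% = median of positive control wells; inhibitors cause a drop in the FAM fluorescence signal; in these data hits start at about 50%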
PGC1a acetyl inh = inhibitors of PGC1a acetylation signal, primary screen, cell-based, U2OS, AlphaScreen, inhibitor mode; 350,000 compounds, 0.17% hits; AlphaScreen anti-acetyl-lysine; with virally co-expressed GCN5 acetyltransferase; inhibition, % at 15.6 µM;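 active = every replicate shows inhibition of at least 40%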;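 note: 0% = neutral control wells and 100% = positive control wells; some results beyond the cut were filed as inactive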
Cneo AK release = Cryptococcus neoformans cell lysis inducers, primary screen, AK release luminescence, single concentration; 360,000 compounds, 0.2% hits; lysis activity, % at 15 µM; C. neoformans lysis, adenylate kinase release luminescence, 4 h; normalised: neutral wells 0, clomiphene wells 100;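 active = mean lysis activity across replicates of at least 80%, whatever share of replicates individually reach that level; inactive = mean lysis activity below 80%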
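Material – log-phase Cryptococcus neoformans yeast cells · Input – 5 × 10^6 yeast cells/mL · Medium – fresh YPD growth medium · Doses – single compound concentration per well · Timing – static 4 h at 37 °C with compound, 1 h detection · Detection – adenylate kinase release luminescence · Read-out – signal increase indicating cell lysis · Control set – Clomiphene as positive lysis control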
RAD52 inh = RAD52 DNA annealing inhibitors, primary screen, biochemical, FRET, single point, set 2; DNA repair protein RAD52 homolog (Homo sapiens), P43351; recombinant RAD52 DNA annealing, FRET fluorescence; inhibition, % at 18.7 µM; 360,000 compounds, 0.46% hits;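 active = every replicate showing at least 50% inhibition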
Target sequence (P43351 whole entry, looked up): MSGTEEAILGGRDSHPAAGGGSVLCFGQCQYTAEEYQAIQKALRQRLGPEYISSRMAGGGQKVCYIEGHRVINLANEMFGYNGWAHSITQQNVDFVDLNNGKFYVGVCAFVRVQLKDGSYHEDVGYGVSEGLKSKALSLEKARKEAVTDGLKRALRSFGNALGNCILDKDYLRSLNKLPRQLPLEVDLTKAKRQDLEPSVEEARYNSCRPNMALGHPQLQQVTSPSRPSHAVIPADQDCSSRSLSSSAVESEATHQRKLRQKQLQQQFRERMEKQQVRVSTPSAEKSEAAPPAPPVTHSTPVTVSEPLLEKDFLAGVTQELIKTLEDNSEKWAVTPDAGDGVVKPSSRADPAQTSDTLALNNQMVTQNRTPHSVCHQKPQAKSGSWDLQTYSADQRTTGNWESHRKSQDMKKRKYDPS
miR122 inh = miR-122 Renilla sensor signal increase in Huh7, primary screen, miR-122 inhibitor project, cell-based, single point, plate reader; Huh7 miR-122 Renilla luciferase sensor, 48 h; neutral wells = 0, positive control = 100; activation (reporter increase), % at 12.5 µM; 340,000 compounds, 0.3% hits;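 active = mean replicate activation score at least 90 and every replicate individually at or above 90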;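 note: higher luciferase means less miR-122 activity so hits act as miR-122 inhibitors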
E-sel inducer = E-selectin induction in HUVECs, primary screen, imaging, HUVEC, immunofluorescence imaging, single point. 260,000 compounds, 0.37% hits. activation, % at 7.58 µM. normalized: neutral wells 0, TNF-alpha wells 100. P16581;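 active = mean E-selectin-positive cell signal at least 10% of the positive control, reached in at least 60% of replicates, without over 20% cell loss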;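 note: in these data hits start at about 27%; measured in HUVEC primary endothelial cells; signal is the percent of cells scored E-selectin positive by PE staining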
Target sequence (P16581 whole entry, looked up): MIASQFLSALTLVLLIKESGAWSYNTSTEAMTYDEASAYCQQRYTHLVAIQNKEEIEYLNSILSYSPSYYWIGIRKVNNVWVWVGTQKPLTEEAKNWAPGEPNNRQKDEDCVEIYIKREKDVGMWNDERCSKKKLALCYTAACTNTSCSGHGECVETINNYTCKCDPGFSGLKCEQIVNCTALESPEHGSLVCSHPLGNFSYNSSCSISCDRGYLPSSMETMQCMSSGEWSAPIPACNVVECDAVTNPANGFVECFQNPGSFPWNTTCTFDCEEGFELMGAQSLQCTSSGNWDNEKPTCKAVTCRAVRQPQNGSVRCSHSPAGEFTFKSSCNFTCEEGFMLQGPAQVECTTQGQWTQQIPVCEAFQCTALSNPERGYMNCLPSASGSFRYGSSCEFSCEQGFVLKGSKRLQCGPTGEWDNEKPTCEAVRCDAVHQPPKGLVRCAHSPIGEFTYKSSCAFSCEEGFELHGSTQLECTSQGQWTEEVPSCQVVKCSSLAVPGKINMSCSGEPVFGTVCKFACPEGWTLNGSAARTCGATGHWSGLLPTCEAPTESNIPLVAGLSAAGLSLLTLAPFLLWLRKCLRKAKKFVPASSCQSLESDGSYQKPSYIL
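System: HUVEC, human umbilical vein endothelial cells; quantity: 3,000 cells/well; buffer or medium: EGM-2 medium, gelatin-coated wells; dosing: single-point compound dose; detection: immunofluorescence imaging; evaluation: % PE-positive cells; benchmarks: TNF-alpha, DMSO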
The depositor's hits bear a star; nt = not tested or not shown; & = joins results of further samples; [ ] = dose if it differs, or a comment.

SMILES | PglD inh | ERAP1 inh | RAD54 branch | PGC1a acetyl inh | Cneo AK release | RAD52 inh | miR122 inh | E-sel inducer
O=C1c2ccccc2C(=O)c2cc(S(=O)(=O)Nc3ccccc3)ccc21 | -2 | nt | 3 | 9 | nt | nt | 4 | nt
Cc1cccc(S(=O)(=O)N(C)C[C@H]2OCc3ccccc3-c3ccccc3C(=O)N([C@H](C)CO)C[C@@H]2C)c1 | -3 | 1 | 2 | -6 | 0 | 20 | nt | -0.2
COc1ccccc1/C=N/n1c(C)nnc1-n1nc(C)cc1C | 4 | nt | 14 | 8 | 4 | nt | 0 | nt
O=C(C1CCOCC1)N1CC[C@H]2[C@H](CO)Nc3ccc(Br)cc3[C@H]21 | 8 | -3 | -8 | 14 | 0 | -16 | 4[16.7 µM] | -0.3
COc1ccc(CNC(=O)C[C@@H]2C=C[C@@H](NC(=O)c3cccc(F)c3)[C@H](CO)O2)cc1 | 8 | -1 | -1 | 4 | 47 | -3 | nt | 0.0
Cc1ccc(N(C(=O)c2csnn2)C(C(=O)NC(C)(C)C)c2ccccn2)cc1 (stereo not given) | nt | 3 | nt | -3 | nt | -13 | -3 | 4.5
COc1cccc(C#Cc2ccc3c(c2)[C@@H]2[C@@H](CCN2S(=O)(=O)c2ccccc2)[C@@H](CO)N3)c1 | nt | 1 | nt | -1 | nt | -40 | nt | -0.7
CCn1c(CNC(=O)c2cccs2)nnc1SCC(=O)NCCc1ccccc1 | 1 | nt | 7 | 7 | 6 | nt | -6 | nt
Cn1c(=O)c2c(nc(NCCNC(=O)c3ccco3)n2Cc2ccc(F)cc2)n(C)c1=O | 5 | 3 | -4 | nt | -2 | -11 | nt | nt
C[C@H](CO)N1C[C@H](C)[C@H](CN(C)C(=O)Cc2ccccc2)OCCCC[C@H](C)Oc2ccc(NS(C)(=O)=O)cc2C1=O | -1 | -1 | 7 | -11 | -1 | -10 | -2[16.7 µM] | 0.1
CCOC(=O)c1sc(-c2ccc(Br)cc2)cc1N | -4 | -2 | 2 | -4 | -18 | -7 | -3 | nt
O=C(COC(=O)c1ccc(NS(=O)(=O)c2cccs2)cc1O)Nc1ccc(F)cc1 | -2 | nt | nt | -1 | -2 | -6 | 23 | 0.8
COc1cccc(OCc2nc(-c3cccc([N+](=O)[O-])c3)no2)c1 | nt | 2 | nt | 6 | nt | -8 | -2 | nt
CC1CC(C)CN(C(=O)/C=C/c2ccc([N+](=O)[O-])s2)C1 (stereo not given) | -2 | 2 | -26 | nt | 1 | -3 | nt | nt
Cc1ccc(C2=NN=C(NC(=O)CSc3nncn3C)SC2)cc1 | -4 | -1 | -6 | nt | 0 | -30 | 5 | nt
CO[C@H]1CN(C)C(=O)c2ccc(NC(=O)c3ccccc3F)cc2OC[C@@H](C)N(C)C[C@H]1C | 1 | nt | 5 | -3 | -2 | nt | 2[16.7 µM] | 0.1
CC(C)NC(=O)N(C)C[C@H]1OCCCC[C@H](C)Oc2ccc(NC(=O)Cc3ccccc3)cc2C(=O)N([C@@H](C)CO)C[C@H]1C | -1 | 1 | 2 | -1 | 0 | 0 | 0[16.7 µM] | 0.1
COCC#Cc1cnc2c(c1)C(=O)N([C@@H](C)CO)C[C@@H](C)[C@H](CN(C)C(=O)Nc1c(C)noc1C)O2 | -1 | -2 | 0 | -16 | 0 | -3 | -3[16.7 µM] | 0.1
COc1ccccc1C(=O)C1CCCN(C(=O)CSc2ccccn2)C1 (stereo not given) | -2 | -2 | 0 | 1 | 0 | -21 | nt | -1.9
CCCNC(=O)[C@H]1[C@H](CO)[C@H]2Cn3c(ccc(C4=CCCC4)c3=O)[C@@H]1N2Cc1ccncc1 | 1 | -2 | -16 | -1 | -1 | -30 | -1[16.7 µM] | -0.2
C[C@@H]1CN([C@H](C)CO)C(=O)c2cc(C#Cc3ccccc3)cnc2O[C@@H]1CN(C)C(=O)c1ccccc1F | 2 | -2 | -2 | 28 | 24 | -13 | -5[16.7 µM] | 0.5
Cc1ccccc1-c1ccc([C@H]2[C@@H](CO)N3CCCCN(S(=O)(=O)c4ccc(F)cc4)C[C@@H]23)cc1 | -2 | nt | -9 | -14 | 2 | nt | -10[16.7 µM] | -0.3
O=C(c1ccccn1)N1CC(=O)N2[C@H](CO)[C@@H](c3ccc(C#CCc4ccccc4)cc3)[C@@H]2C1 | nt | 2 | nt | -5 | nt | -8 | nt | 0.9
CCOc1ccc(NC(=O)CN(C)C(=O)c2cn(-c3ccc(F)cc3)nc2-c2cccc(OC)c2)cc1OCC | -3 | -5 | 14 | nt | -8 | -8 | nt | 0.9
CCC(=O)N1C(C(=O)N2CCCC2)CSC1c1ccc(OC)cc1 (stereo not given) | -4 | 1 | -11 | -4 | -5 | -9 | 4 | nt
O=C(C[C@H]1C=C[C@H](NC(=O)Cc2ccccn2)[C@@H](CO)O1)NCCc1ccncc1 | 1 | -3 | 0 | -7 | 15 | -16 | nt | 0.4
CCCC(=O)Nc1ccc2c(c1)C(=O)N(C)C[C@@H](OC)[C@H](C)CN(Cc1ccc(-c3ccccn3)cc1)[C@@H](C)CO2 | -1 | 0&-2 | 1 | -11 | -1 | 10&-22 | nt | -0.1&0.0
O=C1COc2ccc(C(=O)c3ccccc3C(=O)O)cc2N1 | 1 | nt | -3 | 4 | -2 | nt | 4 | nt
CCCOc1ccc(C(=O)OCCN2CCCCC2)c(O)c1 | nt | 0 | nt | 5 | nt | -8 | nt | 13
CCCOc1ccc(-c2nc3c(c(=O)[nH]c(=O)n3Cc3ccccc3)n2CCO)cc1OCC | -2 | 4 | 19 | nt | -1 | -13 | 1 | 0.5
O=C(O)CN1C(=O)/C(=C\c2cc(Br)ccc2OCc2ccc(Cl)cc2)SC1=S | -5 | 1 | 6 | nt | -1 | -27 | nt | 49*
COc1ccc(S(=O)(=O)N(C)C[C@@H]2OCCCC[C@H](C)Oc3ccc(NC(=O)NC(C)C)cc3C(=O)N([C@@H](C)CO)C[C@@H]2C)cc1 | -2 | -4 | 3 | -10 | 0 | 29 | -9[16.7 µM] | 0.0
O=c1cc(Br)c(O)c(Br)cc1Br | nt | 7 | nt | -5 | nt | -14 | -17 | -0.4
COc1ccc(-c2noc(CCC(=O)NC3CCCCC3)n2)cc1OC | 4 | nt | 6 | 1 | -2 | nt | -6 | nt
COc1ccccc1NC(=O)CSc1ncn(-c2ccccc2)n1 | 1 | nt | 3 | -5 | 0 | nt | 6 | nt
COc1ccc(NC(=S)NC(=NS(=O)(=O)c2ccc(Cl)cc2)c2ccccc2)cc1 | 6 | 5 | 6 | -51 | -2 | -8 | nt | nt
Nc1ccc(CNc2ncn[nH]2)cc1 | 2 | 1 | -3 | 2 | 0 | -3 | -16 | 1.2
CNC[C@@H]1Oc2ccc(NC(=O)CCC(F)(F)F)cc2C(=O)N([C@@H](C)CO)C[C@@H]1C | 7 | 3 | -5 | 3 | 3 | 2 | 5[16.7 µM] | -0.1
CC(=O)N1CCCc2cc(S(=O)(=O)N3CCCC(C(=O)NCc4ccc(C)cc4)C3)ccc21 (stereo not given) | 1 | -2 | -5 | -8 | 1 | 5 | 25 | nt
C[C@H]1CN([C@@H](C)CO)C(=O)c2cc(NC(=O)C3CC3)ccc2O[C@H]1CN(C)Cc1ccccc1 | -9 | -1 | -18 | -1 | 0 | 6 | -7[16.7 µM] | 0.3
CC(=O)N1c2ccc(S(=O)(=O)N3CCC(C(=O)N4CCN(c5ccc(Cl)cc5)CC4)CC3)cc2CC1C (stereo not given) | 4 | 0 | 5 | 13 | 4 | -11 | -11 | nt
Cc1cc(N/N=C/c2ccc(O)cc2O)nc(N2CCOCC2)n1 | 2 | -2 | 20 | -4 | 0 | 14 | -12 | -1.0
CCOC(=O)C1CCN(C(=O)CSC2=NCCS2)CC1 | -1 | nt | 1 | 4 | -2 | nt | -5 | nt
Cc1ccc(C(=O)N/N=C/c2ccoc2)cc1C | 2 | -1 | -8 | nt | -1 | -27 | 2 | -0.4
O=C(C[C@@H]1CC[C@@H](NC(=O)c2ccccc2)[C@@H](CO)O1)NCCc1ccncc1 | -2 | 0 | 3 | -13 | -2 | -11 | nt | -0.1
CC(=O)c1ccc(NC(=O)CCc2ccc(C)o2)cc1 | -6 | 2 | 5 | -4 | 2 | -27 | 2 | nt
CCCCc1ccc(NC(=O)CN2C(=O)NC(Cc3ccccc3)C2=O)cc1 (stereo not given) | 6 | 0 | -5 | nt | -2 | 2 | -1 | 1.3
CO[C@H]1CN(C)C(=O)c2ccc(NS(C)(=O)=O)cc2OC[C@@H](C)N(C(=O)CN(C)C)C[C@H]1C | 1 | -5 | 9 | 16 | 0 | 4 | 25[16.7 µM] | 0.2
O=C(Nc1ccc(Cl)c(Cl)c1)C1=Cc2ccccc2OC1 | 4 | nt | -8 | -15 | -2 | nt | 22 | nt
COCOc1ccc(/C=C/C(=O)c2c(OCOC)cc(OCOC)c(CC=C(C)C)c2O)cc1OCOC | -4 | nt | 3 | 0 | 2 | nt | 2 | nt
COc1ccc(S(=O)(=O)N2CCCCC2)cc1NS(=O)(=O)c1ccc(CNC(C)=O)cc1 | 1 | 0 | -2 | -5 | 6 | -7 | 5 | nt
COc1ccc(OCC(=O)c2c(O)c3ccccc3oc2=O)cc1 | -1 | 7 | -2 | 0 | 2 | -5 | -4 | nt
CCCn1c(N)c(C(=O)CSc2nnc(C)n2Cc2ccccc2)c(=O)n(C)c1=O | 2 | nt | 17 | 2 | 0 | nt | -7 | nt
Cc1ccc([C@H]2C[C@@H](O)[C@H](n3cc(COC(=O)c4ccccc4)nn3)CN2CC2CCCCC2)cc1 | -3 | 1 | 5 | -5 | 1 | -2 | -1 | 0.0
Cc1cc(F)ccc1S(=O)(=O)N1CCC2(CC1)OCCN2S(=O)(=O)c1cccs1 | 5 | -2 | 7 | -12 | -6 | -4 | 11 | -0.4
O=C(OCC(=O)N1CCOCC1)c1cccc(F)c1 | 0 | 2 | 0 | -2 | 12 | -17 | -2 | 12
COc1ccc(-c2cc(C(=O)Nc3cc(OC)c(OC)c(OC)c3)no2)cc1OC | 6 | 0 | 4 | -19 | 6 | -21 | 3 | nt
O=C(CSc1nnc(-c2ccccc2NC(=O)c2ccccc2)o1)OC1CCCCC1 | 2 | nt | -15 | -2 | 4 | nt | 2 | nt

Random excerpt: two compounds from above
SMILES | PglD inh | ERAP1 inh | RAD54 branch | PGC1a acetyl inh | Cneo AK release | RAD52 inh | miR122 inh | E-sel inducer
CC(=O)c1ccc(NC(=O)CCc2ccc(C)o2)cc1 | -6 | 2 | 5 | -4 | 2 | -27 | 2 | nt
Cc1ccc([C@H]2C[C@@H](O)[C@H](n3cc(COC(=O)c4ccccc4)nn3)CN2CC2CCCCC2)cc1 | -3 | 1 | 5 | -5 | 1 | -2 | -1 | 0.0

3 compounds already listed, sorted by formula weight, lowest first:
SMILES | PglD inh | ERAP1 inh | RAD54 branch | PGC1a acetyl inh | Cneo AK release | RAD52 inh | miR122 inh | E-sel inducer
CC(=O)c1ccc(NC(=O)CCc2ccc(C)o2)cc1 | -6 | 2 | 5 | -4 | 2 | -27 | 2 | nt
O=C(Nc1ccc(Cl)c(Cl)c1)C1=Cc2ccccc2OC1 | 4 | nt | -8 | -15 | -2 | nt | 22 | nt
COc1ccc(OCC(=O)c2c(O)c3ccccc3oc2=O)cc1 | -1 | 7 | -2 | 0 | 2 | -5 | -4 | nt

Screening data from PubChem BioAssay.
